Source: PubChem
RGS4 inh = Inhibitors of Regulator of G Protein Signaling (RGS) 4: qHTS; Transcreener GDP fluorescence polarization, RGS4-accelerated GTP hydrolysis; Potency, µM (series often up to 114 µM), for the others: at the highest dose activity change, negative = inhibition, hits mostly inhibitors; 390,000 tested, 0.039% active; also: % is scaled to controls: 0 for no effect and ±100 for the full control effect; nearly all actives have a fitted effect of over 75% in size; some results filed as inactive show a strong effect at the top dose
Target sequence (P49798 whole entry, looked up): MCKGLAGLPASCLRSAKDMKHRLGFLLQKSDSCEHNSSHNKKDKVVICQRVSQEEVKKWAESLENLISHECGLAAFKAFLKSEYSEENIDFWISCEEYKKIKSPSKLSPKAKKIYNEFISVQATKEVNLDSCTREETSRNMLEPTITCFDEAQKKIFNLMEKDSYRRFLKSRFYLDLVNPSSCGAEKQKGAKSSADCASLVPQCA
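MLSMR compounds (23 nl, pin-transferred) preincubated 10 min at room temperature with a 500nM (2x) first reagent, then RGS4 at 900nM (2x) plus Transcreener GDP mix added; fluorescence polarization (620/688 nm) read before and after 90 min at 30 °C.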
USP1 inh = Inhibitors of USP1/UAF1: Primary Screen. Ubiquitin carboxyl-terminal hydrolase 1 (Homo sapiens), O94782. recombinant USP1/UAF1, Ub-Rhodamine cleavage fluorescence. Potency, µM (series often up to 57.1 µM), for inactives: at the highest dose activity change, negative = inhibition, actives largely listed as inhibitors. 390,000 tested, 0.23% active. AID 743255, 2014; also: % is scaled to controls: 0 for no effect and ±100 for the full control effect; nearly all actives have a fitted effect of over 60% in size; inactives centre near -12
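Step one: compound is pinned into 1nM USP1/UAF1 in HEPES pH 7.8 buffer with TCEP. Step two: 15 min room-temperature incubation. Step three: Ub-Rho (150nM final) starts cleavage, tracked by fluorescence over six one-minute reads.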
RXFP1 ag = qHTS Assay for Agonists of the Relaxin Receptor RXFP1. Relaxin receptor 1 (Homo sapiens), Q9HBX9. HEK293T-RXFP1 cAMP TR-FRET, 30 min; response scale: percent of porcine relaxin response, buffer zero. Potency, µM (doses to about 57.5 µM), without a hit: at the highest dose activation, hits mostly activators. 370,000 tested, 0.3% active. AID 2676, 2010; also: % is scaled to controls: 0 for no effect and ±100 for the full control effect; nearly all actives have a fitted effect of over 60% in size; many of its hits are not listed in these tables
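HEK293T cells stably expressing RXFP1 were pretreated with the PDE4 inhibitor Ro 20174, exposed to compounds for 30 min at 37C, lysed, and cAMP was read by TR-FRET. Data normalized to buffer (basal) and 29 nM porcine relaxin (100%).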
Vif-A3G inh = qHTS for Inhibitors of Vif-A3G Interactions: qHTS | HeLa A3G-eYFP + Vif (tagged APOBEC3G with the HIV-1 protein that degrades it), YFP fluorescence, overnight | Potency, µM (doses to about 46.1 µM), for inactives: at the highest dose activity, negative = active, actives largely listed as inhibitors | DNA dC->dU-editing enzyme APOBEC-3G (Homo sapiens), Q9HC16 | 410,000 tested, 0.076% active;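 also: % is scaled to controls: 0 for no effect and ±100 for the full control effect; nearly all actives have a fitted effect of over 60% in size; hits raise eYFP signal because A3G escapes Vif-driven loss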
Target sequence (Q9HC16 whole entry, looked up): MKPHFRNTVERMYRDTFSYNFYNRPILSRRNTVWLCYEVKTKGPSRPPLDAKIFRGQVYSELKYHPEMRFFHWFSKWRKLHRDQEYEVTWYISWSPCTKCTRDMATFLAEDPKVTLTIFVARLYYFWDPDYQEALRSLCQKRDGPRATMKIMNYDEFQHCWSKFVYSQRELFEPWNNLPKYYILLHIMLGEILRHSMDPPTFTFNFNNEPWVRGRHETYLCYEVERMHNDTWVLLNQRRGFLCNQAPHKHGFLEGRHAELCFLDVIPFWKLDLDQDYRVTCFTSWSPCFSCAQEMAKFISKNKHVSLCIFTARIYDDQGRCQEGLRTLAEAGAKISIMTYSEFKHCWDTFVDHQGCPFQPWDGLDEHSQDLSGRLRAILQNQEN
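HeLa cells stably expressing Vif and C-terminally eYFP-tagged A3G, seeded overnight at 37 deg C, then exposed to compound by pintool overnight at 37 deg C. Rise in yellow fluorescence (Ex 488/Em 500-530, Acumen) marks blocked Vif-driven A3G degradation.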
TrxR1 substrate = qHTS Assay for Substrates of Mammalian Selenoprotein Thioredoxin Reductase 1 (TrxR1): qHTS; Thioredoxin reductase 1, cytoplasmic (Rattus norvegicus), O89049; purified TrxR1 substrate turnover, NADPH consumption readout; Potency, µM (top dose mostly 114 µM), for the others: at the highest dose activity change, negative = substrate turnover; 390,000 tested, 0.01% active; AID 588456, 2011; also: % is scaled to controls: 0 for no effect and ±100 for the full control effect; nearly all actives have a fitted effect of over 50% in size
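Rat TrxR1, dispensed at 90 nM, was prereduced with 400 uM NADPH (final) for 5 min at ~22 deg C, then incubated with compound 15 min before 400 uM selenite. A first-read NADPH fluorescence drop versus no-compound background flagged substrates.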
12-LOX inh = Primary qHTS assay for inhibitors of human arachidonate 12S-lipoxygenase (ALOX12): Round 2 | purified 12hLO, xylenol orange hydroperoxide absorbance | Polyunsaturated fatty acid lipoxygenase ALOX12 (Homo sapiens), P18054 | 580,000 tested, 1.1% active | AID 1671190, 2021 | Potency, µM (titrated, usually from 108 µM), for inactives: at the highest dose activity change, negative = inhibition, actives largely listed as inhibitors; also: % is scaled to controls: 0 for no effect and ±100 for the full control effect
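Purified human 12hLO (150 nM final) in 25 mM Hepes, 0.01% Triton X-100, pH 7.0 was preincubated 15 min at room temperature with compound. Then 40 uM arachidonic acid was added, 30 min. Hydroperoxide was read by Fe-XO absorbance ratio 573/405 nm.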
IDH1 R132H inh = qHTS for Inhibitors of mutant isocitrate dehydrogenase 1 (IDH1): qHTS; IDH1-R132H enzyme, NADPH consumption, diaphorase/resazurin fluorescence; Isocitrate dehydrogenase [NADP] cytoplasmic (Homo sapiens), O75874; 390,000 tested, 0.093% active; Potency, µM (top dose mostly 76.6 µM), for the others: top-dose activity change, negative = inhibition, hits mostly inhibitors; also: % is scaled to controls: 0 for no effect and ±100 for the full control effect; nearly all actives have a fitted effect of over 65% in size
Target sequence (O75874 whole entry R132H, stated change not applied): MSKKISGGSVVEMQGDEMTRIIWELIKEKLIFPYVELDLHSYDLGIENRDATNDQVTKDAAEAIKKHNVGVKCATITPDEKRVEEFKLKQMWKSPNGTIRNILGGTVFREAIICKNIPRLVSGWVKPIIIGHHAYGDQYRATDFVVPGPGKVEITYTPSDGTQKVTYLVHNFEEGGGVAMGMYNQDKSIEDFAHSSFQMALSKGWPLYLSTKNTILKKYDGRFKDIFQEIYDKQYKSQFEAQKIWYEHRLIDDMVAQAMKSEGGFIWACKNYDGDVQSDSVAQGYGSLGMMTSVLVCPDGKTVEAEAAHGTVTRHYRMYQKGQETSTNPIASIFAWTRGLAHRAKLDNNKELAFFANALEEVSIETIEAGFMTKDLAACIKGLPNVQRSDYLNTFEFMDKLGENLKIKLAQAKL
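IDH1-R132H (0.5 ug/mL) preincubated 30 min with compound, then NADPH (0.016 mM) and alpha-KG (2 mM) added; 80 min at RT, pH 7.5. Remaining NADPH coupled via diaphorase/resazurin to fluorescence (540/590 nm); concentration-response curves normalized to no-enzyme control.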
TrxR1 inh = qHTS Assay for Inhibitors of Mammalian Selenoprotein Thioredoxin Reductase 1 (TrxR1): qHTS; Thioredoxin reductase 1, cytoplasmic (Rattus norvegicus), O89049; recombinant rTrxR1, NADPH fluorescence consumption, selenite substrate; Potency, µM (doses to about 114 µM), for inactives: at the highest dose activity change, negative = inhibition, hits mostly inhibitors; 390,000 tested, 1% active; AID 588453, 2011; also: % is scaled to controls: 0 for no effect and ±100 for the full control effect; nearly all actives have a fitted effect of over 65% in size
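Rat TrxR1 (90 nM in the dispensed reagent) was pre-reduced with 400 uM NADPH for 5 min at room temperature, then incubated with compound for 15 min. After 400 uM selenite was added, NADPH fluorescence (Ex 340/Em 450 nm) was followed for 8 min.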
Vif-A3F inh = qHTS for Inhibitors of Vif-A3F Interactions: qHTS; Potency, µM (series often up to 46.1 µM), without a hit: at the top dose activity, negative = active; 390,000 tested, 0.2% active; HeLa A3F-eYFP + Vif (tagged APOBEC3F with the HIV-1 protein that degrades it), YFP fluorescence increase; also: % of control where 0% means no effect; nearly all actives have a fitted effect of over 65% in size
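Fluorescence increase (Ex 488/Em 500-530) after overnight compound treatment at 37 deg C flags inhibition of Vif-driven A3F-eYFP loss in stable HeLa A3F-eYFP/Vif cells seeded overnight beforehand.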
The depositor's hits bear a star; [ ] = another dose, or the depositor's remark. Calls follow the shape of the dose curve; as a rule, active = well fitted curve in the direction sought with a large enough effect; inconclusive = small, poorly fitted or top-dose-only effect, or another doubt; inactive = no such curve, though single readings can be large; an effect the other way counts as inactive or inconclusive. Potency is read from the fitted curve at half-maximal effect.

COc1ccc(CCNC(=O)CCCCn2c(=O)[nH]c3ccccc3c2=O)cc1OC was read as RGS4 inh 12%, USP1 inh -8%, RXFP1 ag 0.6%, Vif-A3G inh -1%, TrxR1 substrate -1%, 12-LOX inh 42%[activator], IDH1 R132H inh 16%, TrxR1 inh 11% and Vif-A3F inh 1%.
`COc1ccc(C)cc1NC(=O)c1cc2c(s1)CCC2` gave RGS4 inh -5%, USP1 inh -10%, RXFP1 ag 0.7%, Vif-A3G inh -7%, TrxR1 substrate -17%, 12-LOX inh -21%, IDH1 R132H inh 9%, TrxR1 inh -18% and Vif-A3F inh 6%.
COc1ccc(NC(=O)Nc2ccc3c(c2)C(=O)N([C@H](C)CO)C[C@H](C)[C@@H](CN(C)C(=O)Nc2ccc(C(F)(F)F)cc2)O3)cc1 was read as RGS4 inh 1%, USP1 inh -26%, Vif-A3G inh -2%, TrxR1 substrate 5%, 12-LOX inh 6%, IDH1 R132H inh -3%, TrxR1 inh 20% and Vif-A3F inh 1%.
For Cc1ccc(-c2noc(-c3ccccc3OCC(=O)Nc3ccccc3[N+](=O)[O-])n2)cc1 the results were RGS4 inh -3%, USP1 inh -16%, RXFP1 ag -4.7%, Vif-A3G inh -3%, TrxR1 substrate -4%, 12-LOX inh -25%, IDH1 R132H inh 3%, TrxR1 inh 13% and Vif-A3F inh -7%.
For Cc1cc(Oc2cc(N)cc([N+](=O)[O-])c2)ccc1Cl the results were RGS4 inh -39%, USP1 inh -12%, RXFP1 ag 1.0%, Vif-A3G inh -9%, TrxR1 substrate 4%, 12-LOX inh -18%, IDH1 R132H inh 1%, TrxR1 inh 22% and Vif-A3F inh -20%.
For CCN(CC)S(=O)(=O)c1cccc(NC(=O)/C=C/c2ccc([N+](=O)[O-])cc2)c1 the results were RGS4 inh 3%, USP1 inh -14%, RXFP1 ag 5.2%, Vif-A3G inh 2%, TrxR1 substrate -12%, 12-LOX inh -16%, IDH1 R132H inh -1%, TrxR1 inh -10% and Vif-A3F inh 3%.
`O=C(Nc1cccc(Cl)c1Cl)c1cc(S(=O)(=O)NCc2ccc3c(c2)OCO3)ccc1F` gave RGS4 inh 13%, USP1 inh -1%, RXFP1 ag 14%, Vif-A3G inh -5%, TrxR1 substrate 2%[57.1 µM], 12-LOX inh -4%, IDH1 R132H inh -5%, TrxR1 inh 14%[57.1 µM] and Vif-A3F inh 0%.
`O=C(Nc1ccc(CN2CCOCC2)cc1)c1ccc(-c2cccc([N+](=O)[O-])c2)o1` gave RGS4 inh -27%, USP1 inh -13%, RXFP1 ag 0.4%, Vif-A3G inh -1%, TrxR1 substrate -7%, 12-LOX inh 0%, IDH1 R132H inh -3%, TrxR1 inh 12% and Vif-A3F inh 12%.
Screening Cc1nnc(NC(=O)Cc2cccs2)s1 returned RGS4 inh 7%, USP1 inh -1%, RXFP1 ag 2.1%, Vif-A3G inh -1%, TrxR1 substrate 6%[57.1 µM], 12-LOX inh inconclusive, IDH1 R132H inh 2%, TrxR1 inh 9%[57.1 µM] and Vif-A3F inh -1%.
CCOC(=O)c1ccc(N2C(=O)Cc3cc(OCC)c(OCC)cc3C2c2ccccc2)cc1 (stereo not given) was read as RGS4 inh -26%, USP1 inh -15%, RXFP1 ag 5.1%, Vif-A3G inh -2%, TrxR1 substrate 2%, 12-LOX inh -19%, IDH1 R132H inh 14%, TrxR1 inh 28% and Vif-A3F inh -13%.
Screening CC(=O)NC(Cc1ccc(F)cc1)C(=O)NC1CCN(C(=O)Nc2cccc(C)c2)CC1 (stereo not given) returned RGS4 inh 0%, USP1 inh -10%, RXFP1 ag -2.2%, Vif-A3G inh 0%, TrxR1 substrate -4%, 12-LOX inh -2%, IDH1 R132H inh 0%, TrxR1 inh 5% and Vif-A3F inh -24%.
For CC1=NNC(=O)C1CCC(=O)N/N=C/c1ccc(Cl)cc1Cl (stereo not given) the results were RGS4 inh 22%, USP1 inh -8%, RXFP1 ag 2.0%, Vif-A3G inh -2%, TrxR1 substrate 4%, 12-LOX inh 0%, IDH1 R132H inh 8%, TrxR1 inh 9% and Vif-A3F inh -4%.

Brought forward from above: 2 compounds; new compounds follow.
Screening CC(=O)NC(Cc1ccc(F)cc1)C(=O)NC1CCN(C(=O)Nc2cccc(C)c2)CC1 (stereo not given) returned RGS4 inh 0%, USP1 inh -10%, RXFP1 ag -2.2%, Vif-A3G inh 0%, TrxR1 substrate -4%, 12-LOX inh -2%, IDH1 R132H inh 0%, TrxR1 inh 5% and Vif-A3F inh -24%.
For CC1=NNC(=O)C1CCC(=O)N/N=C/c1ccc(Cl)cc1Cl (stereo not given) the results were RGS4 inh 22%, USP1 inh -8%, RXFP1 ag 2.0%, Vif-A3G inh -2%, TrxR1 substrate 4%, 12-LOX inh 0%, IDH1 R132H inh 8%, TrxR1 inh 9% and Vif-A3F inh -4%.
`COC(=O)c1c(NC(=O)CSc2nc(-c3ccco3)cc(C(F)(F)F)n2)sc2c1CCCC2` gave RGS4 inh -15%, USP1 inh -12%, RXFP1 ag 6.0%, Vif-A3G inh 1%, TrxR1 substrate 9%, 12-LOX inh inconclusive, IDH1 R132H inh 1%, TrxR1 inh 17% and Vif-A3F inh -14%.
For O=C(CCCN1C(=O)[C@H]2CC=CC[C@H]2C1=O)NCc1nc(-c2ccccc2)no1 the results were RGS4 inh -9%[56.9 µM], USP1 inh -15%, RXFP1 ag -0.5%, Vif-A3G inh -4%, TrxR1 substrate -8%[57.1 µM], 12-LOX inh 13%, IDH1 R132H inh 2%, TrxR1 inh 27%[57.1 µM] and Vif-A3F inh -5%.
`O=C(Cn1cc(-c2nnnn2-c2ccc(Cl)cc2)c(=O)c2ccccc21)c1ccccc1` gave RGS4 inh -11%, USP1 inh 5%, RXFP1 ag -4.4%, Vif-A3G inh -11%, TrxR1 substrate -6%[57.1 µM], 12-LOX inh 0%, IDH1 R132H inh -6%, TrxR1 inh 3%[57.1 µM] and Vif-A3F inh -18%.
Screening CCCn1nc(C(=O)OCC(=O)c2c(N)n(C)c(=O)n(C)c2=O)c2ccccc2c1=O returned RGS4 inh -51%, USP1 inh -14%, RXFP1 ag 11%, Vif-A3G inh 5%, TrxR1 substrate -8%[57.1 µM], 12-LOX inh 0%, IDH1 R132H inh 11%, TrxR1 inh 23%[57.1 µM] and Vif-A3F inh -2%.
CCC1Sc2ccc(S(=O)(=O)CCC(=O)Nc3c(Cl)cc(OC)cc3OC)cc2NC1=O (stereo not given) was read as RGS4 inh 5%, USP1 inh 7%, RXFP1 ag -1.0%, Vif-A3G inh 1%, TrxR1 substrate -13%, 12-LOX inh -1%, IDH1 R132H inh 3%, TrxR1 inh -27% and Vif-A3F inh 13%.
For Cc1ccc(NC(=S)N(CCN2CCOCC2)Cc2cc3cc4c(cc3[nH]c2=O)OCO4)cc1 the results were RGS4 inh -8%[56.9 µM], USP1 inh -23%, RXFP1 ag 0.1%, Vif-A3G inh 4%, TrxR1 substrate 11%, 12-LOX inh inconclusive, IDH1 R132H inh 2%, TrxR1 inh 21% and Vif-A3F inh -6%.
`CC1(C)CC(=O)C=C(Nc2ccc(O)c(C(=O)O)c2)C1` gave RGS4 inh -27%, USP1 inh -4%, RXFP1 ag -3.5%, Vif-A3G inh -2%, TrxR1 substrate -7%, 12-LOX inh -23%, IDH1 R132H inh -2%, TrxR1 inh -12% and Vif-A3F inh -8%.
For O=c1cc(CSc2ccccn2)c2ccccc2[nH]1 the results were RGS4 inh -3%, USP1 inh -20%, RXFP1 ag 1.8%, Vif-A3G inh -5%, TrxR1 substrate -3%, 12-LOX inh 0%, IDH1 R132H inh 5%, TrxR1 inh -3%[57.1 µM] and Vif-A3F inh -1%.
`COC(=O)C(C)NC(=O)COc1ccc2ccccc2c1` (stereo not given) gave RGS4 inh -11%, USP1 inh -6%, RXFP1 ag 1.9%, Vif-A3G inh -2%, TrxR1 substrate -4%, 12-LOX inh 31%[activator], IDH1 R132H inh 2%, TrxR1 inh 8% and Vif-A3F inh -1%.

Not all compounds are listed; rates above refer to the full screens.
